Compound activity deposited in PubChem by several laboratories.
M4 antag – CHRM4 antagonism in calcium assay; CHO-hM4 cells, ACh EC80, Fluo-8 calcium fluorescence; P08173; AID 624125; 0.73% of 360,000 active; inhibition, % at 3 µM;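 active = inhibition above its plate's cutoff, the mean inhibition of sample wells plus 3 SD, cut at about 27% in these data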;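 note: 0% = acetylcholine EC80 with DMSO and 100% = DMSO without agonist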
CHRM4 PAM – positive allosteric modulators of human muscarinic M4 receptor. P08173. CHO-K1 hM4/Gqi5, Fluo-8 calcium fluorescence, ACh EC20; 0% = ACh EC20, 100% = maximal ACh. activation, % at 3 µM. 0.4% of 360,000 active;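 active = activation above its plate's cutoff, the mean activation of sample wells plus 3 SD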; note: some results filed as inactive read as strong as hits
CHRM5 PAM – potentiates acetylcholine response at human M5 receptor. P08912. CHO-K1 hM5, Fluo-8 calcium, ACh EC20 PAM; 0% = ACh EC20, 100% = ACh EC100. activation, % at 3 µM. 0.3% of 360,000 active. AID 624038;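 active = activation above the run cutoff, the mean activation of all test compounds plus 3 SD, cut at about 18% in these data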
Target sequence (P08912 whole entry, looked up): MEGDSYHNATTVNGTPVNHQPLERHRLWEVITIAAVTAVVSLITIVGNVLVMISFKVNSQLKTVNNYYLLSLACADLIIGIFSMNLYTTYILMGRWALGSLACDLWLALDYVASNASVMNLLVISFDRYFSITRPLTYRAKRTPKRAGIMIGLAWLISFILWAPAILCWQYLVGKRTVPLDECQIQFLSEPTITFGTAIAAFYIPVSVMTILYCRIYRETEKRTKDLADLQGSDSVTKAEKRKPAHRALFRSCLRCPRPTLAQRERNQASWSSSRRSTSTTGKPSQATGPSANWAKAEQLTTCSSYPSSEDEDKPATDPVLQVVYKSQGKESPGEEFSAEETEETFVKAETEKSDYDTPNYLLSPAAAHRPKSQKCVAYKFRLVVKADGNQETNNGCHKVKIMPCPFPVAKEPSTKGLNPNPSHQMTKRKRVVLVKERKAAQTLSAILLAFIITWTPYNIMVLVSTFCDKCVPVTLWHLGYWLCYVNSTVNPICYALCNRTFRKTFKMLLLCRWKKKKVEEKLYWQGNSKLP
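Assay system – human M5 receptor in CHO-K1 cells · Read-out – % activation, ACh-normalized · Technique – Fluo-8 calcium fluorescence · Dosing – single-point, 3 µM nominal · Incubation – Fluo-8 loading 80 min at 37 °C plus 30 min room temperature · Repeats – singlicate, one well per test compound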
CHRM1 antagonist – antagonists of human M1 muscarinic receptor; inhibition, % at 3 µM; CHO-K1 hM1, Fluo-8 calcium fluorescence, ACh EC80 antagonist; P11229; 1.3% of 360,000 active;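 active = percent inhibition above its own plate's cutoff, namely the mean of that plate's compound wells plus 3 SD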;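 note: peak over basal fluorescence ratio during 140 s after agonist addition; 0% = ACh EC80 plus DMSO and 100% = DMSO alone without agonist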
CRFR2-BP ag – CRF-BP/CRF-R2 complex agonism. HEK293 CRF-R2/CRF-BP, calcium dye fluorescence (FLIPR); percent of saturating CRF peptide response. activation, % at 13.2 µM. 0.46% of 350,000 active. AID 588473;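 active = activation of at least 50%, plus an integration ratio under a set limit after plate pattern correction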;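 note: plate controls were neutral control wells without compound for no effect and CRF at EC100 for full effect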
M5 antag – blocks acetylcholine activation of human M5 receptor; P08912; CHO-hM5 cells, Fluo-8 calcium fluorescence, ACh EC80; inhibition, % at 3 µM; 0.59% of 360,000 active; AID 624040;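 active = inhibition above a per-plate cutoff, the mean of that plate's test compounds plus 3 SD, cut at about 27% in these data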;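 note: 0% = acetylcholine EC80 with DMSO and 100% = DMSO without agonist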
M5 ag – CHRM5 agonism in calcium assay; P08912; CHO-K1 hM5 cells, Fluo-8 calcium fluorescence; 0% DMSO wells, 100% maximal acetylcholine response; activation, % at 3 µM; 0.19% of 360,000 active;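 active = activation above the run's mean over test compounds plus 3 SD, cut at about 23% in these data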;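 note: signal is peak over basal fluorescence ratio across the kinetic read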
M4 ag – CHRM4 agonism in calcium assay; activation, % at 3 µM; AID 624127; CHO-K1 hM4/Gqi5, Fluo-8 calcium fluorescence; vehicle 0%, full acetylcholine response 100%; 0.14% of 360,000 active;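 active = activation above the run mean over all test wells plus 3 SD, cut at about 32% in these data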;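 note: peak over basal fluorescence ratio per well then scaled between controls; 0% = DMSO wells and 100% = acetylcholine at EC100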
M1 PAM – positive allosteric modulators of human M1 muscarinic receptor; P11229; activation, % at 3 µM; 0.088% of 360,000 active; CHO-K1 hM1, Fluo-8 calcium fluorescence, ACh EC20; 0% = ACh EC20, 100% = maximal ACh; in the data active = activation above about 19%, passing the limit was not always enough
Numbers without * were called inactive; . = no result given.

Molecule	M4 antag	CHRM4 PAM	CHRM5 PAM	CHRM1 antagonist	CRFR2-BP ag	M5 antag	M5 ag	M4 ag	M1 PAM
O=C(OCCN1CCOCC1)c1ccc(O)cc1	11	3	6	5	0.0	-1	6	1	-1
O=c1nc(SCc2c(F)cccc2Cl)nc(-c2ccc(Cl)cc2)[nH]1	-20	39*	3	-14	0.1	5	-4	1	2
CC(Oc1ccc(Br)cc1)C(=O)NCC1(N2CCCCC2)CCCCC1 (stereo not given)	-5	2	-4	-8	0.8	10	-6	0	9
CCOc1cc(S(=O)(=O)NCc2ccc3c(c2)OCO3)ccc1F	-7	2	-1	-34	-0.1	-1	-1	.	5
Cc1ccc(C(=O)N2CCN(c3ncccn3)CC2)cc1S(=O)(=O)N1CCCCC1	-4	13	1	2	1.6	0	-1	2	-2
Cc1ccc(NC(=O)C(C)Sc2nnc(C3CC3)n2C2CC2)cc1S(=O)(=O)N1CCOCC1 (stereo not given)	-19	6	-2	-12	-1.6	1	0	0	10
Cc1cc2oc(=O)cc(Cn3ccnc3)c2cc1O	-10	2	6	-13	-3.2	-3	-2	0	17
COc1ccc(/C=C(\NC(=O)c2ccccc2)C(=O)N2CCN(C)CC2)cc1	-2	10	2	8	0.8	1	-1	1	4
CCN(CC)Cc1nc2c(c(=O)[nH]1)C(CC)(CC)Cc1ccccc1-2	4	-2	-7	19	-0.3	5	-2	-1	-20
CCCC(=O)Nc1ccc(C(=O)NCc2ccccn2)cc1	-6	6	-7	-3	0.4	1	-4	1	1
CC1CCN(C(=O)CSc2nncn2-c2ccccn2)CC1	-5	8	-7	-4	1.4	0	-2	0	10
COC(=O)c1ccc(N=Cc2c(C(F)(F)F)[nH][nH]c2=O)cc1	2	0	3	-4	0.4	-3	0	0	7
CCOc1ccc(NC(=O)c2nnn(CC(=O)Nc3ccccc3OCC)c2N)cc1	-16	-2	-19	-3	28	-4	-9	5	1
COc1cccc(CN2CC(C(=O)NCCOc3ccccc3)CCC2=O)c1 (stereo not given)	3	-3	-13	4	1.5	29*	-5	2	-6
O=C(NC1CCS(=O)(=O)C1)c1cn(-c2ccccc2)nc1-c1ccccc1 (stereo not given)	-2	1	5	-25	-2.8	-3	1	2	6
Cc1nc2ccc(S(=O)(=O)CCC(=O)NCCc3ccccc3)cc2s1	-1	0	-2	-11	.	1	0	2	4
O=S(=O)(NC1CCN(Cc2ccccc2)CC1)c1cccc(S(=O)(=O)N2CCOCC2)c1	-15	-1	-2	1	-0.1	-1	-6	2	0
COc1ccccc1NC(=O)C1=C(C)NC(=O)NC1c1cccc(OC)c1OC (stereo not given)	-1	-5	-1	6	-0.3	4	1	3	1
O=c1[nH][nH]cc1C=Nc1ccc(Oc2ccccc2)cc1	-20	-5	-10	-2	-1.6	-3	-6	5	0
Cc1cccc(C)c1NC(=O)Nc1nnc([C@@H]2C[C@H](O)[C@@H](CO)O2)s1	0	-4	-2	-12	.	4	2	0	7
Cc1cc(OCC(O)CN2CCCC2)ccc1C(C)C (stereo not given)	2	-6	3	-11	1.3	-1	-4	2	7
NC(c1ccccc1)c1csc(NC(=O)Nc2ccccc2Oc2ccccc2)n1 (stereo not given)	2	3	0	-7	.	1	3	11	8
CC(C)c1cc(CN2CCN(Cc3ccc(F)c(F)c3)C(CCO)C2)[nH]n1 (stereo not given)	-3	-3	-2	4	0.5	1	3	0	3
Cc1c(Br)c([N+](=O)[O-])nn1C(C)C(=O)Nc1nccs1 (stereo not given)	7	-6	-16	-3	-2.2	7	2	5	2
N#C/C(=C\Nc1ccc2c(c1)OCCO2)c1nc(-c2ccccc2)cs1	1	2	4	-11	1.2	2	0	2	20
O=C1Nc2ccc(Br)cc2C1(O)c1ccc(F)cc1 (stereo not given)	3	3	-6	10	-0.2	9	1	2	-4
Cc1ccc2nc3sc(C(=O)NCc4ccco4)c(N)c3cc2c1	6	-2	-5	1	3.2	6	1	1	1
Cc1ccc(-c2nc3ncccc3o2)cc1NC(=O)c1cc2ccccc2o1	4	6	5	0	0.5	-3	-5	2	-8
CCCCCCN1CCN(C2CN(CCc3ccccc3)S(=O)(=O)C2)CC1 (stereo not given)	0	-6	-1	4	.	-1	-1	1	1
COC(=O)c1sccc1NC(=O)c1ccccc1F	3	-1	3	-15	-3.3	-4	-4	0	6

As a working copy, part of the list above:
Molecule	M4 antag	CHRM4 PAM	CHRM5 PAM	CHRM1 antagonist	CRFR2-BP ag	M5 antag	M5 ag	M4 ag	M1 PAM
O=c1[nH][nH]cc1C=Nc1ccc(Oc2ccccc2)cc1	-20	-5	-10	-2	-1.6	-3	-6	5	0
Cc1cccc(C)c1NC(=O)Nc1nnc([C@@H]2C[C@H](O)[C@@H](CO)O2)s1	0	-4	-2	-12	.	4	2	0	7
Cc1cc(OCC(O)CN2CCCC2)ccc1C(C)C (stereo not given)	2	-6	3	-11	1.3	-1	-4	2	7
NC(c1ccccc1)c1csc(NC(=O)Nc2ccccc2Oc2ccccc2)n1 (stereo not given)	2	3	0	-7	.	1	3	11	8
CC(C)c1cc(CN2CCN(Cc3ccc(F)c(F)c3)C(CCO)C2)[nH]n1 (stereo not given)	-3	-3	-2	4	0.5	1	3	0	3
Cc1c(Br)c([N+](=O)[O-])nn1C(C)C(=O)Nc1nccs1 (stereo not given)	7	-6	-16	-3	-2.2	7	2	5	2
N#C/C(=C\Nc1ccc2c(c1)OCCO2)c1nc(-c2ccccc2)cs1	1	2	4	-11	1.2	2	0	2	20
O=C1Nc2ccc(Br)cc2C1(O)c1ccc(F)cc1 (stereo not given)	3	3	-6	10	-0.2	9	1	2	-4
Cc1ccc2nc3sc(C(=O)NCc4ccco4)c(N)c3cc2c1	6	-2	-5	1	3.2	6	1	1	1
Cc1ccc(-c2nc3ncccc3o2)cc1NC(=O)c1cc2ccccc2o1	4	6	5	0	0.5	-3	-5	2	-8
CCCCCCN1CCN(C2CN(CCc3ccccc3)S(=O)(=O)C2)CC1 (stereo not given)	0	-6	-1	4	.	-1	-1	1	1

Additional records follow:
Molecule	M4 antag	CHRM4 PAM	CHRM5 PAM	CHRM1 antagonist	CRFR2-BP ag	M5 antag	M5 ag	M4 ag	M1 PAM
COc1cc(Br)cc(CN2CCN(c3ncccn3)CC2)c1O	4	-2	0	-15	0.3	2	0	1	7
O=C(c1cc(-c2ccc(Br)cc2)on1)N1CCCC1	2	4	4	-12	1.1	-5	0	1	10
COc1cc2c(cc1OC)CN(S(=O)(=O)c1cccs1)CC2	-2	4	-8	3	0.0	6	-1	1	-8
CCCCn1c(N)c(N(CCOC)C(=O)c2ccc(-c3cccc(C(F)(F)F)c3)o2)c(=O)[nH]c1=O	-4	11	-4	-7	-1.1	8	-1	3	9
CC1CCCN(c2ccc(C(=O)NCc3ccccc3)cn2)C1 (stereo not given)	-5	5	2	-5	-4.0	-6	-2	0	10
COc1ccccc1NC(=O)Cc1cccc2ccccc12	1	-5	-2	-4	0.2	6	-10	-1	2
Cc1ccc(C(CC(=O)O)Nc2nc(N3CCOCC3)nc(N3CCOCC3)n2)cc1 (stereo not given)	-4	6	3	-6	1.6	-3	0	1	9
CCCCOc1ccccc1C(=O)NNC(=S)NC(=O)c1ccccc1[N+](=O)[O-]	11	-5	-8	-7	15	21	9	14	-2
COc1ccc(NC(=O)c2c(-c3ccccc3)noc2C)c(OC)c1	-7	8	4	-16	-1.4	-5	-1	1	0
CCOC(=O)/C(N=Nc1sc(C(=O)OC)c(C)c1C(=O)OCC)=C(\O)CCl	-11	16	-4	-6	-0.6	1	-2	4	-1
O=C(Nc1ccc(Cl)cc1)N1CCCC1	-7	18	2	-8	-0.6	2	2	9	10
O=C(NCCO)C1COc2ccccc2O1 (stereo not given)	-13	-1	2	6	0.2	1	-3	1	-2
O=C(Nc1ccc2c(c1)C(=O)N(c1ccccc1)C2=O)c1cccs1	-10	3	5	-8	2.2	6	-1	1	7
C=CCc1ccc(OCCCCN2CC(C)CC(C)C2)c(OC)c1 (stereo not given)	1	-14	-5	23	-2.2	11	-16	2	-20
COc1ccc(Br)cc1/C=N/NC(=O)CN1CCN(Cc2ccccc2)CC1	-1	2	3	-16	-1.4	7	-6	0	11
C=CCCC(=O)NC1CC(C)(C)Cc2c1cnn2-c1cccc(F)c1 (stereo not given)	9	-2	6	-15	-0.6	5	-3	0	10
Nc1nc(O)c(Sc2ccccc2[N+](=O)[O-])c(=O)[nH]1	-10	10	0	-1	-0.8	6	-2	1	1
O=C(NCc1ccncc1)c1ccc(N2CCCC2)c([N+](=O)[O-])c1	-3	-5	-15	6	-0.1	-4	5	12	0
CC1CCCC(C)N1CC(C)(C)NS(=O)(=O)c1ccc(Cl)cc1 (stereo not given)	9	-7	1	-1	0.2	-6	-3	0	2
O=C(CSc1nnc(CNC(=O)c2cccs2)o1)Nc1ccc(F)cc1F	-11	-3	-1	-1	0.4	4	-3	2	4
CCOc1ccccc1/C=N/n1c(C)nc2ccccc2c1=O	11	-4	1	6	-2.3	4	1	0	-2
C=CCn1c(SCC(=O)c2[nH]c(C)c(C(=O)OCC)c2C)nc2scc(-c3ccccc3)c2c1=O	0	12	-2	-10	1.9	-9	0	1	9
O=C(CCn1c(=O)sc2ccccc21)NCc1ccco1	-5	1	0	-5	-1.6	-1	0	0	5

The order is random (roughly 2.8% active in at least one column).
